Assay outcomes from PubChem BioAssay.
HRas wt GTP bind: changes GTP binding to wildtype human HRas. GST-Ras wt beads, Bodipy-FL-GTP binding, flow cytometry; actives lie on both sides. GTP binding activity, % at 10 µM. 190,000 compounds, 0.14% hits;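 active = GTP binding activity at least 20% away from the 100% baseline, either lowered as inhibitor or raised as activator; inconclusive = flagged as likely green fluorescent, judged across all proteins in the well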;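 also: 0% = unlabeled GTP competition control and 100% = no-compound control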
ABCG2 inh: blocks JC-1 efflux by human ABCG2 transporter; Q9UNQ0; IgMXP3 cells, flow cytometry; inhibition, % at 6.6 µM; 190,000 compounds, 0.1% hits; AID 1325;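 active = inhibition above 80%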;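 also: 0% = DMSO and 100% = nicardipine control wells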
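material = IgMXP3 (ABCG2) plus far-red-tagged CCRF-Adr (ABCB1) cells | amount = 3 million cells/mL, equal mix of both lines | also added = JC-1 transporter substrate | dosing = one concentration, 6.6 µM final | schedule = 10 min at 25 °C | measured by = flow cytometric JC-1 green MFI at 530 nm | read-out basis = percent efflux inhibition, scaled nicardipine 100% to DMSO 0%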
Pf gamet viab: kills late stage P. falciparum gametocytes. P. falciparum stage V gametocytes, ATP luminescence, 24 h. AID 743093. inhibition, % at 10.9 µM. 150,000 compounds, 0.065% hits;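 active = inhibition above the mean plus 3 SD of compounds within the control limits, set per campaign, cut at about 38% in these data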;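 also: 0% = DMSO wells and 100% = medium only without gametocytes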
ABCB1 block: inhibitors of human ABCB1 transporter, ABCG2 counter-screen. CCRF-Adr cells, JC-1 efflux, flow cytometry. 190,000 compounds, 0.067% hits. inhibition, % at 6.6 µM. P08183; in the data active = inhibition above about 40%;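 also: 0% = vehicle and 100% = reference inhibitor; higher value means more JC-1 retained so stronger ABCB1 efflux block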
Rac1 wt modul: human Rac1 wildtype GTP binding, inhibitors and activators; 190,000 compounds, 0.27% hits; AID 757; GTP binding activity (% of control), % at 10 µM; GST-Rac1 beads, fluorescent GTP binding, flow cytometry; actives lie on both sides; 0 = cold GTP competed, 100 = untreated;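 active = GTP binding activity at least 20 points away from the 100% control level, either lower or higher; inconclusive = compound flagged as likely green fluorescent, judged across all proteins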
Cdc42 wt GTP: modulators (inhibitors or activators) of GTP binding to human Cdc42 wildtype | GST-Cdc42 beads, Bodipy-GTP binding, flow cytometry; actives lie on both sides | 190,000 compounds, 0.2% hits | P60953 | percent activity (GTP binding), % at 10 µM;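 active = percent activity GTP binding at least 20 points away from the 100% baseline, either down as inhibitor or up as activator; inconclusive = compound flagged as likely green fluorescent from well-wide comparison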;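 also: median bead fluorescence of bound Bodipy-FL-GTP at 100 nM; 0% = excess unlabeled GTP control and 100% = no compound control; below 100% means less GTP binding so inhibitor and above means activator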
Rac1 act GTP bind: human Rac1 activated mutant GTP binding change | GST-Rac1 activated beads, fluorescent GTP binding, flow cytometry; actives lie on both sides; 100% means binding = to untreated wells | percent activity (GTP binding), % at 10 µM | 190,000 compounds, 0.11% hits | AID 764;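 active = GTP binding at least 20 percentage points away from the 100% baseline, in either direction, so actives lie on both sides; inconclusive = Compound likely fluorescent itself, or too few beads counted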
Avidin fluor: avidin bead compound fluorescence profile; Avidin beads, compound fluorescence 488/530 nm, flow cytometry; stronger effect = higher value; fluorescence (KMESF) at 10 µM; 220,000 compounds, 0.38% hits; AID 1775; in the data active = fluorescence above about 47; also: inactives centre near 10
GSH fluor: compound fluoresces at 488/530 nm on GSH beads; 190,000 compounds, 0.25% hits; fluorescence (KMESF) at 10 µM; GSH beads flow cytometry, compound fluorescence 488/530 nm; stronger effect = higher value; in the data active = fluorescence above about 89;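 also: glutathione beads carrying GST-tagged Bcl family fusion proteins plus one bare bead set; values are compound well signal with DMSO vehicle wells as background; inactives centre near 16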
Rab7 wt modul: alters GTP binding to wildtype dog Rab7. GST-Rab7 beads, fluorescent GTP binding, flow cytometry; actives lie on both sides; untreated = 100%, excess cold GTP = 0%. GTP binding activity (percent of control), % at 10 µM. 190,000 compounds, 0.055% hits. AID 758;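 active = fluorescent GTP binding to Rab7 beads changed by at least 20 points from the 100% baseline, either direction, mostly lower; inconclusive = compound itself probably fluorescent, or too few beads counted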;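 also: median green fluorescence of bound Bodipy-FL-GTP per Rab7 bead population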
Rab2A wt mod: changes GTP binding to wildtype dog Rab2A, up or down. P61105. GST-Rab2 wt beads, Bodipy-GTP binding, flow cytometry. GTP binding activity, % at 10 µM. 190,000 compounds, 0.19% hits. AID 760;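 active = GTP binding activity at least 20 points away from 100%, either lowered or raised; inconclusive = signal likely due to the compound's own green fluorescence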;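 also: 0% = beads with excess unlabeled GTP and 100% = no-compound control corrected for plate trend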
Starred values were filed as active, the others as inactive; ? = inconclusive; . = no result given.

no.	structure	HRas wt GTP bind	ABCG2 inh	Pf gamet viab	ABCB1 block	Rac1 wt modul	Cdc42 wt GTP
1	COc1cccc(CNC(=O)CCC2CCCN(C3CCOCC3)C2)c1 (stereo not given)	99	0	.	-0.1	100	97
2	CC(C)CC(c1nnnn1CC1CCCO1)N1CCN(c2cccc(Cl)c2)CC1 (stereo not given)	104	0	22	0.2	111	106
3	O=C(C1CCN(S(=O)(=O)N2CCOCC2)CC1)N1CCN(c2ccccc2F)CC1	96	-5	-6	-0.1	94	97
4	CCOc1cc(C(=O)NC(C)CC)cc(OCC)c1OCC (stereo not given)	?	2	-14	0.2	?	?
5	CS(=O)(=O)N(C(=O)NC(=O)NC12CC3CC(CC(C3)C1)C2)C1CCCCC1	98	8	-9	0.2	101	101
6	O=C(c1cccc(Oc2ccccc2)c1)N1CCN(c2ccccn2)CC1	97	0	.	0.5	96	98
7	CC(C)c1ccc(N=C2NN=C(c3cccs3)CS2)cc1	95	1	21	-0.6	98	98
8	Cc1cccc(C)c1OCC(O)Cn1c2ccccc2c2ccccc21 (stereo not given)	102	16	.	0.0	103	100
9	O=C(COC(=O)CCCSc1nc2ccccc2[nH]1)Nc1ccc(Cl)cc1	97	17	-11	2.0	100	98
10	CC(C)CCN1CCN(Cc2ccsc2)CC1CCO (stereo not given)	98	1	-1	0.3	99	97
11	COc1ccc(/C=N/NC(=O)c2ccncc2)cc1CSc1nc2ccccc2s1	97	3	.	0.7	101	99
12	O=C(NC1=NC2CCCCC2N1)c1ccccc1 (stereo not given)	100	-5	-19	-1.0	100	99
13	COCCn1c(C)nc2oc3ccc(Br)cc3c(=O)c2c1=O	103	0	-5	-0.1	100	101
14	Cc1cc(C(F)(F)F)n(-c2nc(C(=O)NNS(=O)(=O)c3ccccc3[N+](=O)[O-])cs2)n1	90	6	8	0.9	87	89
15	O=C(OCc1ccc2c(c1)OCO2)c1ccc(S(=O)(=O)N2CCCCC2)cc1	?	1	.	0.2	?	?

no.	Rac1 act GTP bind	Avidin fluor	GSH fluor	Rab7 wt modul	Rab2A wt mod
1	97	9	10	105	99
2	103	9	9	102	107
3	93	9	18	106	98
4	?	7	13	?	?
5	97	5	11	108	103
6	96	11	17	96	97
7	94	9	13	98	96
8	100	13	31	102	101
9	98	16	15	98	101
10	97	11	18	95	96
11	96	10	17	98	95
12	98	13	31	104	101
13	98	13	23	95	101
14	89	7	13	95	87
15	?	6	37	?	?

(continued)
no.	structure	HRas wt GTP bind	ABCG2 inh	Pf gamet viab	ABCB1 block	Rac1 wt modul	Cdc42 wt GTP
16	CN1CCN(C(=O)C2=C[C@@H](c3ccc(C(F)(F)F)cc3)C[C@@H](OCc3ccc(CO)cc3)O2)CC1	98	4	.	0.4	100	98
17	COc1ccc(NC(=O)Cn2c(=O)n(-c3ccc(OC)cc3OC)c(=O)c3c(C)c(C)sc32)cc1	97	-1	-19	2.2	100	100
18	Cc1ccc(-c2nnc(SCC(=O)Nc3cccc(C(=O)N4CCOCC4)c3)n2C)cc1	103	2	21	1.0	108	106
19	CC(CC(=O)N1CCN(c2ccccc2)CC1)c1ccccc1 (stereo not given)	99	3	2	0.2	102	101
20	Cc1ccc(Oc2ncc(CN3CCOCC3)s2)cc1	98	1	13	0.1	98	98
21	O=C(Cn1cc(C(=O)c2ccco2)c2ccccc21)Nc1ccccc1F	96	2	-6	0.4	97	95
22	CCN1C(=O)/C(=C\c2nc3ccccc3c(=O)n2CC)c2ccccc21	98	4	10	1.0	95	98
23	O=C(NN=C1CCC(c2ccccc2)CC1)c1cc2c(s1)CCCC2 (stereo not given)	100	-6	-23	-0.8	101	100
24	CN(C)/C=C(/C(=O)c1ccc(Cl)cc1Cl)S(=O)(=O)c1ccc(Cl)cc1	96	-2	5	0.4	94	91
25	COc1ccccc1CNC(=O)[C@@H]1CCCN1C(=O)C1CCN(S(=O)(=O)c2ccc(C)cc2)CC1	103	4	23	0.5	103	104
26	NS(=O)(=O)c1ccc(Cc2ncc(C(F)(F)F)cc2Cl)s1	101	-5	.	-0.4	103	98
27	c1ccc(COc2ccc(OCCOCCn3cncn3)cc2)cc1	92	5	.	0.0	87	91
28	COC(=O)c1ccc(NC(=O)c2cn(-c3cccc(C)n3)cn2)cc1	101	0	-9	-0.3	104	102
29	COc1ccc(N2CCN(C(C)C(=O)Nc3nnc(C)s3)CC2)cc1 (stereo not given)	97	4	.	0.0	100	96
30	C=CCn1c(Cc2cccs2)nnc1SCC(=O)Nc1cc(OC)cc(OC)c1	96	5	-23	0.8	95	99

no.	Rac1 act GTP bind	Avidin fluor	GSH fluor	Rab7 wt modul	Rab2A wt mod
16	100	6	18	103	100
17	96	4	6	97	100
18	101	11	3	98	102
19	99	6	11	99	100
20	95	2	22	95	96
21	95	10	27	98	100
22	95	10	12	104	98
23	98	12	18	101	99
24	90	12	39	97	93
25	96	13	44	98	98
26	99	13	32	99	100
27	90	11	35	89	89
28	95	19	8	101	99
29	96	11	10	104	99
30	96	7	57	95	95

(further entries)
no.	structure	HRas wt GTP bind	ABCG2 inh	Pf gamet viab	ABCB1 block	Rac1 wt modul	Cdc42 wt GTP
31	Cn1cc(C=O)c2cc(S(=O)(=O)N3CCOCC3)ccc21	101	0	4	0.6	106	100
32	CCOC(=O)c1c(C)c(C(=O)N2CCN(c3cccc(Cl)c3)CC2)c(C)n1C	104	13	.	2.5	108	104
33	O=C(COc1ccccc1)NN1C(=O)CSC1=S	93	-1	-7	-0.9	92	93
34	O=C(CC12CC3CC(CC(C3)C1)C2)NCC(=O)N1CCCC1	105	1	19	0.3	105	107
35	CC(=O)N1CCN(C(=S)Nc2ccc(SC(F)F)cc2)CC1	95	8	.	0.1	97	95
36	CCOC(=O)c1sc2nc(N3CCOCC3)c3c(c2c1N)CC(C)(C)N(C)C3	102	3	.	0.5	104	105
37	Cc1cccc(C)c1NC(=O)COn1nnc2ccc(C(F)(F)F)cc21	102	-6	-4	-0.5	101	100
38	CCOC(=O)/C=c1\s/c(=C\c2c(OCC)ccc3ccccc23)c(=O)n1CC(=O)NCC1CCCO1 (stereo not given)	98	1	8	0.3	97	99
39	Cc1nc2ccccc2nc(C)c1=NOCc1cccc(Cl)c1	97	0	.	0.5	99	96
40	COc1ccc(CN2CCn3ncc(C(=O)Nc4ccccc4)c3C2=O)cc1	103	1	26	0.1	103	105
41	COc1ccc(OCCN2C(=O)NC3(CCc4ccccc4C3)C2=O)cc1 (stereo not given)	97	9	.	1.1	99	103
42	COCCNC(=S)N/N=C(\C)c1ccccc1O	99	3	2	0.5	101	100
43	CCN(CC)CCOC(=O)c1cccc(Br)c1	103	4	.	0.6	110	103
44	O=C(Cn1ccc(C(F)(F)F)n1)N=Nc1c(O)[nH]c2ccccc12	99	23	7	0.9	95	95
45	O=C(Cc1cccs1)N1CCCC(c2nc3c(nnn3Cc3cccc(Cl)c3)c(=O)[nH]2)C1 (stereo not given)	97	7	.	0.7	101	100

no.	Rac1 act GTP bind	Avidin fluor	GSH fluor	Rab7 wt modul	Rab2A wt mod
31	99	3	28	98	97
32	100	17	11	102	99
33	94	10	17	98	94
34	102	11	21	107	104
35	94	12	12	93	94
36	99	13	25	97	98
37	98	4	9	101	100
38	96	33	16	96	98
39	96	6	19	102	98
40	100	15	64	96	102
41	96	11	12	100	96
42	99	6	8	102	97
43	104	18	24	101	102
44	96	4	23	101	99
45	98	35	9	96	95

As entered above.
In Rab7 wt modul, compound 34 shows 107
In Rac1 act GTP bind, compound 42 shows 99
In ABCG2 inh, compound 32 shows 13
In ABCB1 block, compound 41 shows 1.1
In Cdc42 wt GTP, compound 33 shows 93
In ABCG2 inh, compound 39 shows 0

Copied from above, entries 34 to 38
no.	structure	HRas wt GTP bind	ABCG2 inh	Pf gamet viab	ABCB1 block	Rac1 wt modul	Cdc42 wt GTP
34	O=C(CC12CC3CC(CC(C3)C1)C2)NCC(=O)N1CCCC1	105	1	19	0.3	105	107
35	CC(=O)N1CCN(C(=S)Nc2ccc(SC(F)F)cc2)CC1	95	8	.	0.1	97	95
36	CCOC(=O)c1sc2nc(N3CCOCC3)c3c(c2c1N)CC(C)(C)N(C)C3	102	3	.	0.5	104	105
37	Cc1cccc(C)c1NC(=O)COn1nnc2ccc(C(F)(F)F)cc21	102	-6	-4	-0.5	101	100
38	CCOC(=O)/C=c1\s/c(=C\c2c(OCC)ccc3ccccc23)c(=O)n1CC(=O)NCC1CCCO1 (stereo not given)	98	1	8	0.3	97	99

no.	Rac1 act GTP bind	Avidin fluor	GSH fluor	Rab7 wt modul	Rab2A wt mod
34	102	11	21	107	104
35	94	12	12	93	94
36	99	13	25	97	98
37	98	4	9	101	100
38	96	33	16	96	98

The listing continues:
no.	structure	HRas wt GTP bind	ABCG2 inh	Pf gamet viab	ABCB1 block	Rac1 wt modul	Cdc42 wt GTP
46	Cn1c(SCc2ccccc2F)nnc1-c1ccccn1	98	11	.	1.2	101	98
47	C/C(=N\N1C(=O)c2ccccc2NC1c1ccco1)c1ccccc1O (stereo not given)	96	14	.	1.1	98	99
48	CC(C)c1ccc(NC(=O)COC(=O)[C@H](CCC(N)=O)NC(=O)c2ccc(F)cc2)cc1	96	15	-27	-0.1	102	97
49	CSCCC(NC(=O)c1ccccc1)C(=O)O (stereo not given)	?	-1	-19	-0.4	?	?
50	Cc1ccc(C(C2C(=O)CC(C)(C)CC2=O)C2C(=O)CC(C)(C)CC2=O)s1	98	0	.	-0.1	103	100
51	O=C(CN1C(=O)NC2(CCCCCC2)C1=O)NCc1ccco1	102	4	16	0.3	103	101
52	COc1ccc(CCNC(=S)NC(=O)c2ccccc2)cc1OC	97	3	.	0.4	98	95
53	CCC(C(=O)NCc1ccco1)N(C(=O)CNS(=O)(=O)c1ccccc1)c1ccc(OC)cc1 (stereo not given)	97	2	15	-0.1	95	96
54	COCCNC(=O)c1ccc(C(=O)NCCOC)s1	99	1	5	0.3	102	100
55	CC(=O)C1C(=O)c2c(cccc2[N+](=O)[O-])C1=Nc1ccc(S(N)(=O)=O)cc1 (stereo not given)	100	0	.	-0.2	97	96

no.	Rac1 act GTP bind	Avidin fluor	GSH fluor	Rab7 wt modul	Rab2A wt mod
46	97	11	11	97	95
47	93	11	14	99	99
48	95	11	12	89	96
49	?	24	11	?	?
50	93	7	54	95	96
51	101	9	24	104	102
52	100	8	16	96	97
53	94	13	47	91	95
54	98	.	36	100	100
55	92	12	16	102	95
